Screening data as filed in PubChem.
MCF10A rerep: A quantitative high throughput screen for small molecules that induce DNA re-replication in MCF 10a normal breast cells; MCF 10A DNA re-replication, Hoechst nuclear intensity, 48 h; 2.9% of 350,000 active; AID 624296, 2012; Potency, µM (series often up to 46.1 µM), for the others: top-dose activity, positive = re-replication, hits mostly activators; further: potency means the concentration at half of the fitted maximal effect; % of control where 0% means no effect; nearly all actives have a fitted effect of over 50% in size
TGFb inhibitor: qHTS for Inhibitors of TGF-b | HepG2 CAGA-GFP TGF-b/SMAD3 reporter, GFP fluorescence, 18 h; TGF-beta stimulated, 500 pg/mL final | Potency, µM (titrated, usually from 46.1 µM), for the others: at the highest dose activity, negative = inhibition, hits mostly inhibitors | 1.2% of 410,000 active | AID 588855, 2011; further: potency means the concentration at half of the fitted maximal effect; on the % scale 0 is the no-effect control and ±100 the full control effect; nearly all actives have a fitted effect of over 65% in size
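Inhibition of TGF-beta-driven CAGA-GFP reporter expression in HEPG2 cells is measured by cellular GFP fluorescence after 18 h stimulation with 500 pg/mL recombinant TGF-beta in 1% FBS medium at 37 degrees C.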
Nrf2 inh: Nrf2 qHTS screen for inhibitors; A549 ARE-Fluc reporter, luciferase luminescence, 18-24 h; Potency, µM (doses to about 46 µM), inactives show at the top dose activity change, negative = inhibition, most hits filed as inhibitors; 2.1% of 360,000 active; AID 504444, 2011; further: potency means the concentration at half of the fitted maximal effect; on the % scale 0 is the no-effect control and ±100 the full control effect; nearly all actives have a fitted effect of over 60% in size
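Nrf2 function is reported as luminescence of an ARE-controlled luciferase in A549 cells. Compounds were tested at several concentrations, and a CellTiter-Fluor read on the same wells flagged cytotoxicity.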
S2 tox: Viability Counterscreen for Primary qHTS for Inhibitors of ATXN expression | 0.49% of 400,000 active | S2 cells (HEK-293 line with an ATXN2-luciferase reporter) viability, CellTiter-Fluor protease fluorescence, 24 h | Potency, µM (top dose mostly 56.7 µM), most hits filed as cytotoxic; further: potency means the concentration at half of the fitted maximal effect; nearly all actives have a fitted effect of over 40% in size
HepG2 viability: qHTS for Inhibitors of TGF-b: Cytotox Counterscreen | Potency, µM (doses to about 46.1 µM), for inactives: top-dose activity change, negative = cytotoxicity, hits mostly cytotoxic | HepG2 CAGA-GFP viability, ATP luminescence, 18 h | 0.76% of 410,000 active; further: potency means the concentration at half of the fitted maximal effect; some results filed as inactive show a strong effect at the top dose
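HepG2 CAGA-GFP cells (1000/well, DMEM with 1% FBS) received compound, then TGF-beta at 500 pg/mL final, and were incubated 18 hours at 37 degrees C. Viability was read by CellTiter-Glo luminescence. Media-only wells were set as complete cell-killing and DMSO as no toxicity.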
Nrf2 ARE act: qHTS of Nrf2 Activators | AREc32 ARE-luciferase reporter (MCF7-derived line), luminescence, 24 h | Potency, µM (highest dose often 46.1 µM), inactives show at the highest dose activation, actives largely listed as activators | 0.31% of 410,000 active; further: potency means the concentration at half of the fitted maximal effect; % of control where 0% means no effect; nearly all actives have a fitted effect of over 65% in size
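AREc32_Fluc, 1000 cells/well, OPTI-MEM + 5% FBS, o/n 37 deg C 5% CO2; 23 nL cpd by pin tool, 24 hr; Steady-Glo 30 min RT, luminescence.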
IL1B secr inh: qHTS for Inhibitors of Inflammasome Signaling: IL-1-beta AlphaLISA Primary Screen | activity change, % at 57.5 µM | 4.7% of 360,000 active | THP-1 LPS/ATP IL-1B secretion, AlphaLISA, 16 h; hits give low values; in the data active means activity change below about -50%; inconclusive means mostly about -30% to -49%; further: on the % scale 0 is the no-effect control and ±100 the full control effect
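THP-1 cells pretreated 1 hr with compounds (up to 57.5 uM final), then stimulated with LPS (250 ng/mL final) plus ATP (1.25 mM final); secreted IL-1B measured by AlphaLISA after 16 hr, decreased signal indicating inhibition.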
A549 tox: Nrf2 qHTS screen for inhibitors: counterscreen for cytotoxicity | A549 ARE-Fluc cells, CellTiter-Fluor viability, 18-24 h | Potency, µM (series often up to 46 µM), without a hit: at the top dose activity change, negative = cytotoxicity, most hits filed as inhibitors | 0.16% of 390,000 active | AID 504648, 2011; further: potency means the concentration at half of the fitted maximal effect; on the % scale 0 is the no-effect control and ±100 the full control effect
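Cytotoxicity counterscreen: CellTiter-Fluor fluorescence was measured in A549 ARE_Fluc cells after 18-24 h of compound exposure in a concentration series. The subsequent BugLite luminescent read reports ARE-luciferase activity.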
ATXN2 expr inh: Primary qHTS for Inhibitors of ATXN expression; HEK-293 ATXN2-luciferase reporter, luminescence, 24 h; Potency, µM (highest dose often 57 µM), for the others: top-dose activity change, negative = inhibition, hits mostly inhibitors; 0.72% of 360,000 active; further: potency means the concentration at half of the fitted maximal effect; on the % scale 0 is the no-effect control and ±100 the full control effect; nearly all actives have a fitted effect of over 55% in size
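ATXN2-luciferase reporter cells (luciferase flanked by upstream and downstream ATXN2 gene portions) were treated 24 h at 37 °C with compounds at up to 57 uM. SteadyGlo luminescence gave expression; GF-AFC fluorescence gave viability.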
* = called active by the depositor; i = inactive; ? = inconclusive; nt = no result given; [ ] = another dose, or the depositor's remark. Unless noted, the call rests on the fitted dose curve; in most records, active means well fitted curve in the direction sought with a large enough effect; inconclusive means small, poorly fitted or top-dose-only effect, or another doubt; inactive means no such curve, though single readings can be large; an effect the other way counts as inactive or inconclusive.

SMILES	MCF10A rerep	TGFb inhibitor	Nrf2 inh	S2 tox	HepG2 viability	Nrf2 ARE act	IL1B secr inh	A549 tox	ATXN2 expr inh
O=C(Nc1ncccn1)c1cccs1	-3%	-16%	2%	?	1%	-0.2%	21	-6%	10%
O=C(CSc1cccc[n+]1[O-])Nc1ccc2c(c1)OCO2	-1%	0%	15%	i	-3%	-0.1%	-3	1%	6%
CSc1nc2c(c(=O)[nH]c(=O)n2C)n1Cc1ccc(Cl)cc1	9%	-1%	-3%	i	-39%	0.4%	20	13%	13%
CC1(C)CC(CC(=O)Nc2ccccn2)C(=O)O1 (stereo not given)	0%	13%	4%	i	1%	2.3%	-1	4%	1%
O=C(CSc1nc(-c2ccco2)cc(C(F)(F)F)n1)Nc1ccccc1C(F)(F)F	-10%	-28%	-16%	?	-32%	-0.8%	?	-6%	-19%
CCOC(=O)[C@@H]1[C@H]2COc3ccc(Br)cc3[C@@H]2N2C(=O)N(c3ccc(OC)cc3)C(=O)[C@]12C	25%	2%	5%	i	-20%	0.6%	12	7%	8%
O=C(OCC(=O)N1CCN(c2ccccc2)CC1)c1cccs1	10%	11%	-1%	i	0%	4.1%	-6	-2%	6%
COc1ccc(NC(=O)c2cc(C3CCCCN3S(C)(=O)=O)on2)c(C)c1 (stereo not given)	nt	2%	nt	i	-10%	0.3%	0	nt	1%
O=C(CSc1ccc2nnc(-c3cccnc3)n2n1)c1ccccc1	9%	2%	0%	i	1%	1.5%	-2	19%	-15%
N#Cc1ccc(Cl)cc1NC(=O)CNc1cccc(S(=O)(=O)N2CCCC2)c1	-6%	4%	-8%	i	-1%	10%	?	11%	-5%
CCOC(=O)c1ccc(NC(=O)c2cccc(S(=O)(=O)N3CCOCC3)c2)cc1	0%	0%	?	?	-8%	1.9%	-25	?	-31%
Cc1ccc(S(=O)(=O)NC2CC2)s1	6%	1%	-17%	i	0%	-0.1%	10	5%	-2%
CCOc1ccc(CNC(=O)CCn2c(=O)c3cccn3c3ccc(F)cc32)cc1	nt	-18%	-14%	nt	16%	-0.9%	nt	-3%	nt
Cc1ccc(S(=O)(=O)N2CCOCC2)cc1C(=O)N1c2ccccc2Sc2ccccc21	4%	?	-8%	i	-9%	2.2%	-7	-2%	-5%
CC(/C=C/c1ccccc1F)=N\NC(=O)c1ccccc1	12%	-23%	?	i	-5%	4.1%	?	-11%	33%[activator]
CCOc1ccc(-c2nnc(SCC(=O)NCCc3ccc(OC)c(OC)c3)nc2-c2ccc(OCC)cc2)cc1	nt	-11%	nt	nt	-3%	-0.8%	nt	-1%	nt
O=C(CCc1nc(-c2ccccc2F)no1)NCCN1CCc2ccccc2C1	1%	-3%	nt	?	-3%	3.8%	29	-8%	-7%
CCS(=O)(=O)N1CCCC(C(=O)NCCOC)C1 (stereo not given)	nt	2%	nt	i	3%	-1.0%	nt	0%	13%
NC(=O)CC[C@@H]1NC(=O)[C@H](CO)NC(=O)c2cc([N+](=O)[O-])cc(I)c2NCCCC[C@@H](C(N)=O)NC(=O)[C@H](Cc2ccc(O)cc2)NC1=O	-14%	-1%	16%	i	3%	0.2%	13	-11%	11%
COc1ccc(CC(=O)NC(=S)Nc2cccc(CO)c2)cc1	0%	5%	-17%	i	-5%	0.9%	12	-4%	8%
COc1ccc(/C=N/NC(=O)c2cc(-c3ccccc3)nc3ccccc23)c(C(=O)O)c1OC	2%	1%	-7%	i	-4%	-0.5%	1	-5%	-1%
COC(=O)c1nn(-c2ccc(OC)cc2)c(=O)c2c(N)sc(C)c12	-4%	12%	-7%	i	-1%	3.2%	-1	-7%	7%
CC(C)(C)C1CCc2c(C(=O)NNC(=O)CCCC(=O)O)csc2C1 (stereo not given)	?	?	-18%	i	13%	-2.7%	0	-3%	-9%
CC(C)NC(=O)N1CCN(S(=O)(=O)c2ccc3c(ccn3C)c2)CC1	nt	-4%	nt	i	-6%	-0.5%	nt	11%	12%
CCC(C)(C)NC(=O)C1CCCN(S(=O)(=O)c2ccc3c(c2)CC(C)N3C(=O)C2CC2)C1 (stereo not given)	?	-5%	?	i	-5%	0.3%	-26	3%	-17%
O=C1c2ccccc2C(=O)N1CC(O)CNc1ccc(Br)cc1 (stereo not given)	1%	-4%	-3%	i	3%	-0.7%	8	-8%	0%
O=C(Nc1sc2c(c1C(=O)NCC(O)CO)CCCC2)c1ccccc1 (stereo not given)	6%	0%	-11%	i	-6%	0.2%	-2	0%	12%
CN(Cc1ccc(OC(F)F)cc1)C(=O)/C=C/c1ccc(S(=O)(=O)N2CCOCC2)cc1	11%	-18%	23µM*	i	-45%	2.4%	-66*	0%	-31%
COc1cccc(C2=CC(=O)C[C@H](c3ccc4c(c3)OCO4)C2)c1	19%	-19%	-13%	i	-19%	-0.3%	-9	-1%	15%
CCc1ccccc1NC(=S)NC1CC2CCC(C1)N2Cc1ccco1 (stereo not given)	-3%	-1%	2%	i	-18%	-0.8%	?	-1%	-6%
C#Cc1cccc(Nc2nc(NCc3ccccc3)nc3ccsc23)c1	nt	?	nt	?	-38%	-1.3%	0	nt	?
O=C(OCC(=O)c1ccc[nH]1)c1ccc(S(=O)(=O)C(F)F)cc1	nt	2%	nt	i	5%	-0.2%	6	nt	nt
O=C(NC(CO)(CO)CO)[C@@H]1CCCN1S(=O)(=O)c1cccc2cccnc12	25%	-17%	8%	i	-2%	4.0%	2	5%	6%
COc1ccc(OCC(=O)OCC(=O)NC2CCCCC2C)cc1 (stereo not given)	-1%	11%	0%	nt	1%	-0.8%	-5	2%	nt
Cc1cc(N2C(=O)C(O)=C(C(=O)c3cccs3)C2c2cccc(Br)c2)no1 (stereo not given)	-6%	-1%	-14%	i	-5%	7.6%	43	-15%	-4%
COc1ccc(N2CC(O)(c3ccc(OC(F)F)cc3)[N+]3=C2CCCC3)cc1 (stereo not given)	5%	7%	-14%	i	-25%	-0.1%	-54*	-3%	-6%
CCCCc1cc(=O)oc2cc(OCC(=O)NC(Cc3c[nH]c4ccc(O)cc34)C(=O)O)ccc12 (stereo not given)	?	12%	2%	i	-1%	-0.6%	-7	2%	-2%
CCOC(=O)c1sc(NS(=O)(=O)c2cc(C)ccc2C)nc1C	?	-18%	-18%	i	-15%	0.2%	48	3%	1%
CCN(CC)CCCNC(=O)c1sc2nc(-c3ccc(F)cc3)cn2c1C	23µM*	38%[activator]	16%	?	-20%	2.6%	-20	-26%	3%
CC(=NCc1ccc2c(c1)OCO2)C1=C(O)c2ccccc2C1=O	-5%	?	-14%	i	-30%	0.7%	0	-2%	4%

Retrieved one by one from the list above (two):
SMILES	MCF10A rerep	TGFb inhibitor	Nrf2 inh	S2 tox	HepG2 viability	Nrf2 ARE act	IL1B secr inh	A549 tox	ATXN2 expr inh
CCCCc1cc(=O)oc2cc(OCC(=O)NC(Cc3c[nH]c4ccc(O)cc34)C(=O)O)ccc12 (stereo not given)	?	12%	2%	i	-1%	-0.6%	-7	2%	-2%
COc1ccc(OCC(=O)OCC(=O)NC2CCCCC2C)cc1 (stereo not given)	-1%	11%	0%	nt	1%	-0.8%	-5	2%	nt

A portion taken from the entries so far, as a working copy:
SMILES	MCF10A rerep	TGFb inhibitor	Nrf2 inh	S2 tox	HepG2 viability	Nrf2 ARE act	IL1B secr inh	A549 tox	ATXN2 expr inh
CN(Cc1ccc(OC(F)F)cc1)C(=O)/C=C/c1ccc(S(=O)(=O)N2CCOCC2)cc1	11%	-18%	23µM*	i	-45%	2.4%	-66*	0%	-31%
COc1cccc(C2=CC(=O)C[C@H](c3ccc4c(c3)OCO4)C2)c1	19%	-19%	-13%	i	-19%	-0.3%	-9	-1%	15%
CCc1ccccc1NC(=S)NC1CC2CCC(C1)N2Cc1ccco1 (stereo not given)	-3%	-1%	2%	i	-18%	-0.8%	?	-1%	-6%
C#Cc1cccc(Nc2nc(NCc3ccccc3)nc3ccsc23)c1	nt	?	nt	?	-38%	-1.3%	0	nt	?
O=C(OCC(=O)c1ccc[nH]1)c1ccc(S(=O)(=O)C(F)F)cc1	nt	2%	nt	i	5%	-0.2%	6	nt	nt
O=C(NC(CO)(CO)CO)[C@@H]1CCCN1S(=O)(=O)c1cccc2cccnc12	25%	-17%	8%	i	-2%	4.0%	2	5%	6%
COc1ccc(OCC(=O)OCC(=O)NC2CCCCC2C)cc1 (stereo not given)	-1%	11%	0%	nt	1%	-0.8%	-5	2%	nt
Cc1cc(N2C(=O)C(O)=C(C(=O)c3cccs3)C2c2cccc(Br)c2)no1 (stereo not given)	-6%	-1%	-14%	i	-5%	7.6%	43	-15%	-4%
COc1ccc(N2CC(O)(c3ccc(OC(F)F)cc3)[N+]3=C2CCCC3)cc1 (stereo not given)	5%	7%	-14%	i	-25%	-0.1%	-54*	-3%	-6%
CCCCc1cc(=O)oc2cc(OCC(=O)NC(Cc3c[nH]c4ccc(O)cc34)C(=O)O)ccc12 (stereo not given)	?	12%	2%	i	-1%	-0.6%	-7	2%	-2%
